PPARg SRC1 recr – promotes SRC-1 coactivator recruitment by human PPARgamma; P37231; 200,000 compounds, 0.41% hits; activation, % at 8 µM; PPARgamma-SRC-1 coactivator recruitment biochemical assay; in the data active means activation above about 19%;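 further: 0% = DMSO and 100% = reference agonist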
Target sequence (P37231 whole entry, looked up): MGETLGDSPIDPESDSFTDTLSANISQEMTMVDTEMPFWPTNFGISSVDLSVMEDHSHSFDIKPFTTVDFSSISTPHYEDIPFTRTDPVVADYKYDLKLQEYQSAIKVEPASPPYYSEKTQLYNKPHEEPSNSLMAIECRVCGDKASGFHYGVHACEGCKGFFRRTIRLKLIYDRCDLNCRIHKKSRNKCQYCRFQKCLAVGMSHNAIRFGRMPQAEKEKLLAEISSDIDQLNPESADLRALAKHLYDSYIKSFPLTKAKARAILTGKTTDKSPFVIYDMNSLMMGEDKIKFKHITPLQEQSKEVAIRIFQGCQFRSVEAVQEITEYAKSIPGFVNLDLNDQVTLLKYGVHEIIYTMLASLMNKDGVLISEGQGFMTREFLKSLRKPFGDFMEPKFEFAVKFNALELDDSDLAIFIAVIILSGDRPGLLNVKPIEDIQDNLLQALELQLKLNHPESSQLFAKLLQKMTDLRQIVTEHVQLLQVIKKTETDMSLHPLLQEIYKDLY
bIAP act – intestinal alkaline phosphatase (bovine) activation | purified bovine IAP, CDP-star luminescence, 30 min; hits give high values; fold of DMSO-control signal, blank-subtracted | AID 1016 | 200,000 compounds, 0.17% hits | activation factor at 20 µM;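 active means activation factor of 2 or more at 20 µM, a signal rise over negative controls twice the positive control's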
STAT3 act – activators of IL-6 induced STAT3 signaling. U3A cells, IL-6 STAT3-luciferase reporter, luminescence; 100% = signal with IL-6 EC80 alone. activation (% of control), % at 5.6 µM. 190,000 compounds, 0.91% hits. AID 871;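 active means activation above the screen-wide mean of compound activation plus 3 SD, cut at about 130% in these data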;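 further: 0% = background luminescence of wells with medium and substrate only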
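Test system: STAT3-luciferase reporter U3A cells; Detection: reporter luminescence signal; Times: 1 h compound pre-exposure, 6 h IL-6 stimulation, 37 °C; Benchmarks: IL-6-only high control; Also added: IL-6 stimulus at 33 ng/mL final.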
STAT3 inh – STAT3 signaling inhibition. U3A cells, IL-6 STAT3-luciferase reporter, luminescence; host cell line lacks STAT1. inhibition, % at 5.5 µM. 190,000 compounds, 0.89% hits;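 active means inhibition above the mean inhibition across all screened compounds plus 3 SD, cut at about 44% in these data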;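 further: 0% = DMSO only wells and 100% = 100 µM nifuroxazide control wells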
ROMK primary – human ROMK K+ channel modulation, primary screen; Tet-inducible ROMK, thallium flux fluorescence; actives lie on both sides; B-score at 10 µM; 130,000 compounds, 2% hits;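 active means signal ratio slope over the read window, or its plate-corrected B-score, at least 3 SD from the plate mean, either direction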;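 further: B-score of the F/F0 ratio slope over 7 to 12 s after thallium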
PPARg SRC3 recr – PPARgamma-driven SRC-3 recruitment agonism; P37231; biochemical PPARgamma/SRC-3 coactivator recruitment assay; activation, % at 8 µM; 200,000 compounds, 0.26% hits; AID 731; in the data active means activation above about 23%;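 further: 0% = DMSO and 100% = reference agonist; some compounds past the cut are filed as inactive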
bIAP inh – blocks bovine intestinal alkaline phosphatase activity; purified bovine IAP, CDP-star luminescence, 30 min; inhibition, % at 20 µM; 190,000 tested, under 10 active;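 active means over 50% inhibition of intestinal alkaline phosphatase at 20 µM in the single-dose screen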
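System: Purified bovine intestinal alkaline phosphatase (IAP) enzyme | Input: IAP diluted 1/65,000,000 in the well | Also added: CDP-star chemiluminescent phosphatase substrate, 30 µM final | Dosing: 20 µM single dose | Times: Enzyme reaction for 30 min at room temperature | Detection: Luminescence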
PPARg SRC2 recr – agonists of SRC-2 recruitment by human PPARgamma; 200,000 compounds, 0.34% hits; P37231; activation, % at 8 µM; AID 1032; PPARgamma LBD-SRC-2 recruitment, biochemical; in the data active means activation above about 22%;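 further: 0% = vehicle and 100% = reference agonist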
TNAP act hiacc – increases human TNAP activity under high phosphate acceptor concentration; P05186; purified TNAP, CDP-star luminescence, 1 M DEA, 30 min; hits give high values; 0 = EDTA background, 1 = DMSO-only activity; activation factor at 20 µM; 200,000 tested, under 10 active; AID 1136;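 active means activation factor at least 2 at 20 µM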
Target sequence (P05186 whole entry, looked up): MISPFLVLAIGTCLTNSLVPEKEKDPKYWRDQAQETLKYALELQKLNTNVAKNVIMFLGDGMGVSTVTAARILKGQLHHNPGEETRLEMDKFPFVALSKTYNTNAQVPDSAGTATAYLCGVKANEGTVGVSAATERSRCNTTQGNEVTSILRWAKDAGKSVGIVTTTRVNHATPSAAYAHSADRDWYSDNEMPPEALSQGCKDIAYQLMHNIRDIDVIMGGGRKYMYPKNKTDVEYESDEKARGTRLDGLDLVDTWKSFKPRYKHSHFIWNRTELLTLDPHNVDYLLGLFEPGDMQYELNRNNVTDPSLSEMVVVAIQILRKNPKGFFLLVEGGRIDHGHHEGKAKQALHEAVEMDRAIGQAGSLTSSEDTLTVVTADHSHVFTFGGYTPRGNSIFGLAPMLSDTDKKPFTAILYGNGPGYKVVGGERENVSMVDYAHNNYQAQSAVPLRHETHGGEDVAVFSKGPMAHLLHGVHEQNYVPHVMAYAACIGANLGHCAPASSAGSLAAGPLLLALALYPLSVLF
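system = human TNAP | amount = enzyme diluted 1/800 final | reagent = 100 µM CDP-star substrate | signal = luminescent substrate turnover signal | dosing = one dose, 20 µM | benchmarks = EDTA negative control, DMSO positive control | measure = activation factor | timing = 30 min reaction, room temperature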
STAT1 inh – inhibitors of IFN-gamma induced STAT1 signaling; NIH 3T3 STAT1-luciferase reporter, luminescence; inhibition, % at 5.5 µM; 200,000 compounds, 0.35% hits; AID 920;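 active means inhibition above a set limit, the mean inhibition across all tested compounds plus 3 SD, cut at about 34% in these data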;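 further: 0% = IFN-gamma with DMSO and 100% = IFN-gamma with 300 µM nifuroxazide; values of inactives mirror those of a sister screen read the other way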
TR-FRET SRC-2 ct – counter-screen for PPARgamma SRC-2 recruitment agonists: TR-FRET artefact | hits give high values | TR-FRET ratio at 8 µM | 200,000 compounds, 0.4% hits | AID 1049; in the data active means TR-FRET ratio above about 2000; further: inactives centre near 1500
The depositor's hits bear a star; . = no result given. The order is random; 3.7% or so of the library scored in one or more.

SMILES | PPARg SRC1 recr | bIAP act | STAT3 act | STAT3 inh | ROMK primary | PPARg SRC3 recr | bIAP inh | PPARg SRC2 recr | TNAP act hiacc | STAT1 inh | TR-FRET SRC-2 ct
Cc1ccc(NC2=NC(c3ccc(O)cc3)n3c(nc(C)cc3=O)N2)cc1 (centres undefined) | 0 | 1 | 96 | 10 | 0.34 | 3 | -2 | 3 | 1.1 | 6 | 1675
CC(C)OCCCn1c(=NC(=O)c2ccncc2)c(C#N)cc2c(=O)n3ccccc3nc21 | -8 | 1.1 | 92 | 14 | -0.95 | -11 | -14 | -6 | 1 | -5 | 1310
S=C(NCCCn1ccnc1)Nc1ccc(Cl)cc1Cl | -7 | 0.7 | 104 | 0 | . | 0 | 32 | -3 | 1 | 6 | 1445
Cc1ccc(-c2cc(C(=O)OCC(=O)N(C)C3CCS(=O)(=O)C3)c3ccccc3n2)o1 (centres undefined) | -2 | 1.1 | 95 | 10 | 0.97 | 4 | -7 | 3 | 1 | -17 | 1611
CCCc1sc(N/N=C/c2ccccn2)nc1-c1ccc(Br)cc1 | 6 | 1 | 84 | 24 | . | 3 | 3 | 5 | 0.9 | 3 | 1509
Nc1cc(-c2cccc([N+](=O)[O-])c2)[nH]n1 | -1 | 1.5 | 103 | -8 | . | 5 | -48 | 4 | 1 | 5 | 1598
CN1/C(=C\C(=O)Nc2cccc(Cl)c2)C(C)(C)c2ccccc21 | -5 | 0.8 | 104 | -5 | . | 3 | 17 | -1 | 1 | 3 | 1655
COc1ccccc1CNC(=O)CSc1ccc(-c2ccncc2)nn1 | 5 | 1 | 101 | 4 | -0.18 | 9 | 3 | 11 | 1 | 2 | 1778
O=C(CNC(=S)NC(=O)c1ccccc1Br)c1ccccc1 | 2 | 1 | 89 | 18 | -0.2 | 5 | -1 | -3 | 1 | 3 | 1461
CCOc1ccc(NC(=O)CN(C)CC(=O)Nc2ccccc2SC)cc1OCC | -1 | 1 | 112 | -14 | . | -3 | -3 | -4 | 1 | -9 | 1424
CCCc1nc2c(nnn2Cc2ccccc2Cl)c(=O)[nH]1 | 4 | 1.1 | 101 | 3 | -0.71 | 0 | -9 | -3 | 1 | -1 | 1224
CC(c1ccco1)N(C(=O)COc1ccc(Cl)cc1)c1ccccn1 (centres undefined) | 3 | 1 | 104 | 4 | . | 11 | 1 | 2 | 1 | -2 | 1591
O=C(Cc1nn[nH]n1)NCCC1=CCCCC1 | 5 | 1 | 92 | 13 | . | -1 | 2 | 11 | 1 | 6 | 1533
Cc1ccccc1NC(=S)NCc1cccs1 | 4 | 0.9 | 96 | 6 | . | 7 | 12 | 7 | 1.1 | 0 | 1672
O=C(NC1CC2CCC(C1)N2Cc1ccco1)c1ccccc1 (centres undefined) | 0 | 0.9 | 104 | -3 | . | -1 | 6 | -3 | 1 | 2 | 1379
CCOC(=O)N1CCN(c2ncnc3nc[nH]c23)CC1 | 2 | 1.2 | 98 | 3 | . | -4 | -20 | -10 | 1 | 2 | 1515
CC(=O)CSc1ccc(C(=O)O)cn1 | 1 | 0.8 | 109 | -6 | -0.015 | -2 | 16 | -4 | 1 | -14 | 1428
COc1ccc(C(=O)/C=C/c2cn(CN3CCN(C)CC3)c3ccccc23)cc1 | -2 | 0.9 | 87 | 20 | 0.0079 | 0 | 10 | 9 | 1 | -14 | 1534
CCO[C@@H]1OC(C(=O)NCc2ccccc2)=C[C@H](c2ccc3c(c2)OCO3)[C@H]1CCCO | 2 | 1 | . | . | . | -2 | -1 | 6 | 1.1 | 5 | 1453
COCCNC(=O)C(c1ccc(Cl)cc1)N(CCOC)C(=O)CCC(=O)Nc1nccs1 (centres undefined) | 1 | 1 | 103 | 2 | -1.1 | -6 | -2 | -5 | 1 | -1 | 1592
CSc1cccc(CN2CCN(CCC(C)C)C(CCO)C2)c1 (centres undefined) | 4 | 0.9 | 106 | -2 | -0.67 | 0 | 11 | 8 | 1.1 | -9 | 1743
Cc1cc(OC(C)C)nc(NCc2ccccc2)n1 | -3 | 0.9 | 102 | 2 | . | 8 | 12 | -4 | 1.1 | 5 | 1559
CS(=O)(=O)N(CC(=O)N1CCN(Cc2ccccc2)CC1)C1CCCCC1 | 4 | 1 | 99 | 6 | . | 0 | -2 | 1 | 1.1 | 1 | 1647
CCOc1ccc(Oc2ccccc2NC(=O)CCNC(C)=O)cc1 | 4 | 0.9 | 100 | 8 | 0.095 | -3 | 7 | 6 | 1 | 8 | 1412
Cc1cccc(NC(=O)CS(=O)(=O)c2cn(C)c3ccccc23)c1 | 5 | 0.8 | 102 | -2 | . | 5 | 16 | 3 | 1 | -3 | 1523

Structures listed so far that contain an NH in an aromatic ring (four):
SMILES | PPARg SRC1 recr | bIAP act | STAT3 act | STAT3 inh | ROMK primary | PPARg SRC3 recr | bIAP inh | PPARg SRC2 recr | TNAP act hiacc | STAT1 inh | TR-FRET SRC-2 ct
Nc1cc(-c2cccc([N+](=O)[O-])c2)[nH]n1 | -1 | 1.5 | 103 | -8 | . | 5 | -48 | 4 | 1 | 5 | 1598
CCCc1nc2c(nnn2Cc2ccccc2Cl)c(=O)[nH]1 | 4 | 1.1 | 101 | 3 | -0.71 | 0 | -9 | -3 | 1 | -1 | 1224
O=C(Cc1nn[nH]n1)NCCC1=CCCCC1 | 5 | 1 | 92 | 13 | . | -1 | 2 | 11 | 1 | 6 | 1533
CCOC(=O)N1CCN(c2ncnc3nc[nH]c23)CC1 | 2 | 1.2 | 98 | 3 | . | -4 | -20 | -10 | 1 | 2 | 1515

Next structures follow:
SMILES | PPARg SRC1 recr | bIAP act | STAT3 act | STAT3 inh | ROMK primary | PPARg SRC3 recr | bIAP inh | PPARg SRC2 recr | TNAP act hiacc | STAT1 inh | TR-FRET SRC-2 ct
CC1=NOC(=O)/C1=C/c1ccc(O)cc1 | 10 | 0.8 | 106 | -4 | -3.7* | 5 | 17 | 1 | 0.7 | -3 | 1533
CN(C)C(=O)c1ccc2c3c(cccc13)CC2 | 6 | 1 | 95 | 7 | -0.15 | -1 | 1 | 3 | 1 | 6 | 1559
CC(C)[C@H](NC(=O)OCc1ccccc1)C(=O)OCC(=O)NC1CCCCC1 | 3 | 1.1 | 101 | 0 | -0.58 | 6 | -14 | 2 | 1 | -4 | 1489
Cc1cc(CNCc2cn(C)nc2-c2ccc(Oc3ccccc3)cc2)on1 | 6 | 1.2 | 106 | -2 | -0.26 | 2 | -21 | 1 | 1 | 6 | 1500
O=C(COC(=O)Cc1ccc(Cl)cc1Cl)Nc1ccc(OC(F)F)cc1 | 7 | 1 | 105 | -9 | -0.44 | 5 | -2 | 6 | 1 | 5 | 1666
COc1ccc(C(=O)NCCCc2nc3ccccc3n2Cc2ccccc2C)cc1OC | -1 | 1.7 | 109 | -10 | -2.2 | -1 | -72 | 0 | 1 | -4 | 1295
COc1ccccc1NC(=O)C1=C(C)Nc2ncnn2C1c1cccs1 (centres undefined) | -1 | 0.9 | 102 | -1 | -0.7 | 8 | 7 | 5 | 1.1 | -5 | 1561
COc1ccc(NC(=O)CN2CCc3ccccc3C2)cc1S(=O)(=O)N1CCOCC1 | 2 | 1.3 | 108 | -9 | . | 1 | -33 | 2 | 1.1 | -7 | 1562
COC(=O)[C@@H]1CC[C@H](C)[C@@H](c2ccc(C)cc2)N1C(=O)c1ccc(/C=N/OC[C@@H](O)[C@H]2O[C@@H]3OC(C)(C)O[C@@H]3[C@H]2O)cc1 | 1 | 0.9 | 107 | -11 | 1.6 | -1 | 8 | 3 | 1.1 | -1 | 1422
COC(=O)CN(c1ccccc1F)S(=O)(=O)c1ccc(C)cc1 | 6 | 1.1 | 98 | 5 | -0.0035 | 3 | -6 | 8 | 1 | -2 | 1501
Cn1c(C(=O)NCCCN2CCN(c3cccc(Cl)c3)CC2)cc2c(=O)n(C)c3ccccc3c21 | 6 | 1 | 105 | -6 | . | 3 | -5 | 0 | 1 | -3 | 1565
Cc1cc(C)c2[nH]c(=O)c(CN(Cc3ccco3)C(=O)c3cccs3)cc2c1 | 0 | 1.1 | 103 | 6 | . | 2 | -12 | 2 | 1 | 5 | 1465
CCc1ccc(C2C(C#N)=C(N)SC(N)=C2C#N)s1 | 9 | 0.9 | 98 | 7 | -1.9 | 9 | 9 | 12 | 1 | 7 | 1800
Fc1ccccc1-c1n[nH]c(=S)n1CC1CCCO1 (centres undefined) | 8 | 0.9 | 99 | 7 | 0.85 | 1 | 11 | 3 | 1 | -6 | 1810
CC/C(C)=N/Nc1nc2sc3c(c2c(=O)[nH]1)CC(C)(C)OC3 | 2 | 1.1 | 90 | 18 | . | -1 | -8 | 7 | 1 | -14 | 1504
CC1CN(S(=O)(=O)c2ccc(C(=O)NN3CCN(C)CC3)cc2)CC(C)O1 (centres undefined) | -1 | 1 | 96 | 2 | 0.074 | 0 | 4 | -2 | 1 | -1 | 1572
Fc1ccc(N2CCN(c3ncnc4nc[nH]c34)CC2)cc1 | 1 | 1.1 | 82 | 30 | . | 11 | -14 | 16 | 1 | -17 | 1618
CC(NC(=O)Nc1ccc(F)cc1F)c1ccncc1 (centres undefined) | 1 | 0.9 | 103 | -2 | . | -2 | 10 | 0 | 1 | -3 | 1558
CC(C)C(=O)N(Cc1ccc(F)cc1)Cc1nc2ccccc2c(=O)[nH]1 | 8 | 0.9 | 110 | -7 | -0.47 | 1 | 15 | 2 | 1.1 | -1 | 1496
COCCNC(=S)Nc1cc(S(=O)(=O)N2CCOCC2)ccc1N1CCCCC1 | 2 | 1 | 108 | 2 | 1.3 | 0 | 0 | 1 | 1 | -7 | 1603
COc1ccc(NC(=O)C2CC(c3cc(OC)c(OC)c(OC)c3)=NO2)cc1OC (centres undefined) | 2 | 0.9 | 102 | 3 | . | 1 | 6 | -5 | 1 | -4 | 1456

Look-ups from the entries so far.
Result of CCCc1sc(N/N=C/c2ccccn2)nc1-c1ccc(Br)cc1 under TR-FRET SRC-2 ct: 1509
Result of O=C(NC1CC2CCC(C1)N2Cc1ccco1)c1ccccc1 (centres undefined) under TNAP act hiacc: 1

ROMK primary: hit marks shown above
SMILES,PPARg SRC1 recr,bIAP act,STAT3 act,ROMK primary,PPARg SRC3 recr,bIAP inh,PPARg SRC2 recr,TNAP act hiacc,STAT1 inh
CC1=NOC(=O)/C1=C/c1ccc(O)cc1,10,0.8,106,-3.7*,5,17,1,0.7,-3
